Growth percent in the NCI-60 one-dose screen (48 h, 10 µM unless noted): 100 = growth as untreated, 0 = no growth, -100 = all killed.
RXF 393: RXF 393 renal cancer cells; 6.9% of 77,000 active; AID 1794773
DU-145: DU-145 prostate cancer; 4.2% of 81,000 active; AID 1794760
786-0: 786-0 renal cancer cells; 5.1% of 81,000 active; AID 1794775
SN12C: SN12C renal cancer cells. 3.8% of 81,000 active
A498: A498 renal cancer cells. AID 1794774. 5.4% of 76,000 active
UO-31: UO-31 renal cancer; 5.2% of 81,000 active; AID 1794768
ACHN: ACHN renal cancer. 4.9% of 81,000 active
CAKI-1: CAKI-1 renal cancer; 4.7% of 75,000 active; AID 1794772
TK-10: TK-10 renal cancer cells | 3.9% of 81,000 active | AID 1794769
* marks the source's active call; other numbers are inactive results; · = not tested or not shown; & = joins results of further samples; ! = not active in a repeat. How the source made its calls: active means growth percent below 10; inactive means the rest.

SMILES	RXF 393	DU-145	786-0	SN12C	A498	UO-31	ACHN	CAKI-1	TK-10
O=C1C(Cl)=C(Sc2ccccn2)SC2c3cccn3CCN12 (stereo not given)	99.5	115.2	108.1	108.3	123.7	106.1	96.1	77.0	114.2
C(=N\Nc1nnc2n1N=C(c1ccccc1)CS2)/c1ccc(OCc2ccccc2)cc1	80.1	103.9	110.1	98.6	107.8	79.5	112.3	106.8	98.2
CC1=CCC(C(C)(C)O)CC1O (stereo not given)	114.4	102.7	95.4	95.5	75.9	75.3	103.0	90.9	84.4
O=C(/C=C/c1ccccc1)Nc1cccc(-c2nc3ccccc3c(=O)[nH]2)c1	109.8	106.9	96.9	99.2	72.4	93.6	99.9	82.7	110.7
O=C(OCCOc1ccccc1)c1ccccc1Cl	108.3	108.6	98.6	107.3	107.1	99.6	106.0	102.2	104.7
CCOc1ccc2cc(-c3nn(CC4CCN(C)CC4)c4ncnc(N)c34)ccc2c1	-5.4*!	69.9&101.7	55.8&80.1	83.7	23.7&74.0	62.9&60.7	53.9&96.5	85.5&87.6	77.8&70.9
CCc1cccc(O)c1	110.0	105.2	101.5	98.4	100.9	78.5	106.0	98.4	101.4
NC1=NC2(CCCCCC2)N(c2ccc(S(=O)(=O)Nc3ccccn3)cc2)C(N)=N1	105.9	105.6	101.4	96.7	104.2	85.9	107.5	94.8	80.8
COc1ccc(-c2cn(CC(=O)Nc3nc4ccccc4s3)nn2)cc1	116.9	113.6	105.5	98.6	133.8	71.1	102.5	90.1	110.6
COc1ccc(-c2cc(-c3cccnc3)nc3sc4c(=O)n(-c5ccc(C)cc5)cnc4c23)cc1OC	98.5	101.0	·	92.2	91.0	82.0	88.1	76.3	111.3
c1ccc(CO[C@H]2CO[C@H]3[C@@H]2OC[C@@H]3Oc2ccc(Nc3ncnc4ccsc34)cc2)cc1	83.1	89.0	87.2	69.3	33.2	42.0	72.1	74.7	99.6
CC1(c2cccc(Br)c2)NC(=O)NC1=O (stereo not given)	117.9	105.8	96.1	89.4	112.2	80.7	103.5	109.3	92.7

The list goes on, starting with the last 7 of the part before.
SMILES	RXF 393	DU-145	786-0	SN12C	A498	UO-31	ACHN	CAKI-1	TK-10
CCOc1ccc2cc(-c3nn(CC4CCN(C)CC4)c4ncnc(N)c34)ccc2c1	-5.4*!	69.9&101.7	55.8&80.1	83.7	23.7&74.0	62.9&60.7	53.9&96.5	85.5&87.6	77.8&70.9
CCc1cccc(O)c1	110.0	105.2	101.5	98.4	100.9	78.5	106.0	98.4	101.4
NC1=NC2(CCCCCC2)N(c2ccc(S(=O)(=O)Nc3ccccn3)cc2)C(N)=N1	105.9	105.6	101.4	96.7	104.2	85.9	107.5	94.8	80.8
COc1ccc(-c2cn(CC(=O)Nc3nc4ccccc4s3)nn2)cc1	116.9	113.6	105.5	98.6	133.8	71.1	102.5	90.1	110.6
COc1ccc(-c2cc(-c3cccnc3)nc3sc4c(=O)n(-c5ccc(C)cc5)cnc4c23)cc1OC	98.5	101.0	·	92.2	91.0	82.0	88.1	76.3	111.3
c1ccc(CO[C@H]2CO[C@H]3[C@@H]2OC[C@@H]3Oc2ccc(Nc3ncnc4ccsc34)cc2)cc1	83.1	89.0	87.2	69.3	33.2	42.0	72.1	74.7	99.6
CC1(c2cccc(Br)c2)NC(=O)NC1=O (stereo not given)	117.9	105.8	96.1	89.4	112.2	80.7	103.5	109.3	92.7
COc1ccc(C(O)c2ccccc2)cc1 (stereo not given)	110.9	107.7	100.1	103.9	101.8	81.9	106.3	100.1	100.6
CN(C)Cc1ccccc1[N+](=O)[O-]	102.1	117.1	102.2	107.2	99.6	93.1	102.8	90.9	102.7
CC(C)CCc1nc2ccc(NCc3ccc(OCCN4CCOCC4)cc3)cc2[nH]1	91.3	102.2	92.7	82.9	93.5	74.1	100.3	100.2	109.9
COc1ccc(Br)cc1OC	108.0	105.3	100.8	103.5	99.1	94.5	121.3	·	98.2
CCNc1ncnc2n[nH]nc12	112.2	103.5	96.1	102.3	101.7	98.4	·	·	91.9
c1ccc(-c2csc(CN3CCCCC3)n2)cc1	116.2	113.4	98.9	99.6	88.7	97.3	106.1	111.7	111.3
Cn1c(=O)c2[nH]c(SC/C(=N/O)c3ccc(Cl)cc3)nc2n(C)c1=O	117.1	107.5	97.9	97.6	86.0	96.8	99.8	99.5	119.2
CC(C)(C)c1cc(/C=N\O)cc(C(C)(C)C)c1O	87.1	110.9	109.3	94.7	92.3	92.8	99.3	83.8	109.3
O=[N+]([O-])c1c(I)cc(O)cc1I	106.0	109.8	105.3	110.8	82.9	98.0	103.0	102.5	·
O=S(=O)(c1ccccc1)c1ccccc1Br	92.4	104.7	92.2	100.0	79.6	96.2	111.0	94.8	103.8
Cc1cccc(N(CCO)CCO)c1	121.8	120.9	97.9	90.2	116.5	72.0	90.5	94.8	105.7
COCCN1CCC(CO)C1 (stereo not given)	115.8	115.9	115.3	100.5	·	101.4	108.4	100.6	107.7
Cc1ccc(C2CC(c3ccccc3)=NN2C(=O)c2ccc(S(N)(=O)=O)cc2)cc1 (stereo not given)	90.1	102.1	101.5	99.9	92.8	71.6	99.0	84.8	126.4
C=C1C(=O)O[C@H]2[C@H]1CC/C(CNC(=O)c1cc3ccccc3[nH]1)=C\CC[C@@]1(C)O[C@@H]21	-76.0*	-87.7*	-67.3*	-43.3*	-63.4*	-73.5*	-77.6*	-60.4*	-89.9*
Nc1nc2ncc(CNc3ccc(C(=O)N[C@@H](CCc4nn[nH]n4)c4nn[nH]n4)cc3)nc2c(=O)[nH]1	93.8&100.4	110.3&106.5	107.2&100.6	97.7&104.2	75.8&95.9	88.9&88.1	102.2&92.2	98.9&89.1	109.2&105.4
COc1ccc(C(=O)c2sc3nc4c(c(C(F)(F)F)c3c2N)CN(C(C)=O)CC4)cc1OC	74.7	103.8	91.9	93.7	58.1	46.3	79.1	80.0	86.0
c1ccc(-c2ccnc3c2c(-c2ccccc2)nn3-c2ccccc2)cc1	118.0	104.1	102.6	102.4	95.6	90.0	94.3	89.6	99.6
O=C(CC(c1ccccc1)c1ccccc1)c1ccccc1	99.2&91.5&102.3	144.2&102.4&105.5	91.0&95.6&98.2	86.2&90.6&92.2	77.8&51.8&95.4	77.3&78.2&74.1	95.7&101.9&101.5	70.6&92.4&96.7	99.0&114.4&94.1
COc1cc(NC(C)=O)ccc1NC(=O)c1[nH]c(C)c(Cl)c1Cl	114.9	104.9	128.9	88.9	99.1	61.6	90.2	80.7	145.0
O=C1CC(C(F)(F)F)Cc2nc3ccc(Br)cc3cc21 (stereo not given)	91.1	102.1	96.4	85.8	49.7	59.7	91.5	75.5	145.5
NC(=N\N=C\c1ccccc1O)/C(N)=N/N=C/c1ccccc1O	106.4	80.1	85.2	90.8	79.0	70.2	74.9	·	92.5
CC(=O)Cc1nc2c(sc3nc(C)c(Br)c(C)c32)c(=O)[nH]1	101.6	103.6	103.4	101.0	94.5	98.0	111.4	·	104.1
Cc1cc(C)c(C=O)c(C)c1	·	117.0	96.2	103.1	101.8	86.3	107.8	94.1	102.7
CC1(C)CC(=O)C(C(c2ccc3c(c2)OCO3)C2C(=O)CC(C)(C)CC2=O)C(=O)C1	103.0	112.4	108.8	100.4	110.2	83.8	96.0	84.2	104.8

Random excerpt: four records from the list
SMILES	RXF 393	DU-145	786-0	SN12C	A498	UO-31	ACHN	CAKI-1	TK-10
c1ccc(-c2ccnc3c2c(-c2ccccc2)nn3-c2ccccc2)cc1	118.0	104.1	102.6	102.4	95.6	90.0	94.3	89.6	99.6
O=C(CC(c1ccccc1)c1ccccc1)c1ccccc1	99.2&91.5&102.3	144.2&102.4&105.5	91.0&95.6&98.2	86.2&90.6&92.2	77.8&51.8&95.4	77.3&78.2&74.1	95.7&101.9&101.5	70.6&92.4&96.7	99.0&114.4&94.1
NC(=N\N=C\c1ccccc1O)/C(N)=N/N=C/c1ccccc1O	106.4	80.1	85.2	90.8	79.0	70.2	74.9	·	92.5
Nc1nc2ncc(CNc3ccc(C(=O)N[C@@H](CCc4nn[nH]n4)c4nn[nH]n4)cc3)nc2c(=O)[nH]1	93.8&100.4	110.3&106.5	107.2&100.6	97.7&104.2	75.8&95.9	88.9&88.1	102.2&92.2	98.9&89.1	109.2&105.4

Carrying on.
SMILES	RXF 393	DU-145	786-0	SN12C	A498	UO-31	ACHN	CAKI-1	TK-10
CCOC(=O)c1cccc(N2C(=O)/C(=C/N3N=C(c4ccccc4)CC3c3ccc(N(C)C)cc3)SC2=S)c1 (stereo not given)	71.4	73.9	77.8	77.2	·	56.2	69.8	53.2	84.2
CCC(=O)Oc1ccc[nH]c1=O	·	105.2	97.0	114.0	117.4	85.6	98.3	90.4	90.9
CCOC(=O)C(CCC#N)(CCC#N)C(C)=O	103.3	108.1	96.6	107.7	·	89.4	106.7	94.9	98.7
CC(=O)Nc1nnc(SCc2c(C)cc(C(C)(C)C)cc2C)s1	93.2	101.7	97.6	84.9	91.2	55.0	96.9	102.2	117.2
O=S(=O)(NCCNc1nccc(-c2c(-c3cccc(F)c3)nc3sccn23)n1)c1ccc(Br)cc1	72.7	52.5	50.6	42.9	·	21.2	30.2	35.1	68.8
CCN(CCO)C(c1ccccc1)C(O)c1ccccc1 (stereo not given)	101.3&82.2	111.6	112.3&92.3	106.5&92.9	82.6&89.1	100.5&63.4	98.0	103.8	95.9&106.9
c1ccc2[nH]c(-c3ccc(-c4nccc5c4[nH]c4ccccc45)cc3)nc2c1	44.6	67.4	3.0*	60.9	68.7	89.2	71.7	81.9	73.5
O=C(/C=C/c1ccc(Cl)cc1Cl)Nc1ccccc1F	98.7	97.3	94.3	99.5	101.1	80.5	96.7	83.3	106.4
O=[N+]([O-])c1cc(S(=O)(=O)Nc2ccccc2)ccc1Nc1ccccc1	119.9&98.6	114.7&97.1	81.4	91.5&89.0	114.9	55.3&55.7	95.0&88.2	66.9&75.7	101.8&96.5
COc1ccc(C(C)=O)c(O)c1O	128.7	106.6	94.2	108.2	102.1	85.1	103.8	·	91.6
C=C(C)[C@@H]1CCC[C@]2(C(=O)OC)CC[C@]3(C)[C@@H](CC[C@@H]4[C@@]5(C)CCCNC(C)(C)[C@@H]5CC[C@]43C)[C@@H]12	90.9	105.4	90.1	92.1	106.0	57.7	88.2	73.3	90.4
CC(C)(C)NC(=O)C1CSC2(C(=O)N(Cc3ccccc3)c3ccccc32)N1C(=O)C1CCCCC1 (stereo not given)	86.3	95.8	86.9	94.0	84.5	79.4	93.6	·	89.8
O=C(Nc1ccc(Cl)c(Cl)c1)Nc1ccccc1O	100.6	117.7	99.6	76.4	105.7	55.8	76.5	·	115.7
CCCCCCCCCCCCCCCC/C=C\C(CC(=O)O)C(=O)O (stereo not given)	110.0	115.9	99.5	102.4	111.8	105.3	104.7	102.6	106.1
CC(=O)c1cc2c(cc1C(C)C)C(C)(C)CCC2(C)C	113.4	107.1	98.1	104.0	107.4	88.7	97.8	95.6	101.7
c1ccc2c3c([nH]c2c1)C1(CCCC1)c1c([nH]c2ccccc12)C31CCCC1	102.2	101.7	95.3	88.9	·	52.5	99.9	92.0	106.3
Oc1ccccc1-c1nnc(SCc2ccc(O)c3ncccc23)n1-c1ccccc1	-9.8*	22.9	20.1	14.5	-6.5*	-9.4*	8.9*	11.3	18.9
COc1ccc(CNS(=O)(=O)/N=C2\NC(=O)NC2=C(Cl)Cl)cc1	39.6	27.9	28.8	20.7	-9.6*	48.9	32.7	45.9	41.6
CCOc1ccccc1Nc1nc(N)nc(Cl)c1CC	110.4	115.5	101.5	97.7	·	94.4	109.8	89.0	97.2
C(=N\Nc1nnc2n1N=C(c1ccccc1)CS2)/c1ccc(-c2ccccc2)cc1	77.6	83.1	94.1	88.1	83.3	63.2	81.4	100.4	81.0
c1ccc(-c2cc(-c3ccccc3)on2)cc1	105.2	114.1	106.1	110.7	109.4	67.5	99.1	·	135.4
COc1ccc(Nc2cc(C)nc(N3CCN(c4ccnc5cc(Cl)ccc45)CC3)n2)cc1	51.4	58.0	29.1	40.9	-1.6*	-0.5*	41.5	35.1	46.8
CC(C)CCC[C@@H](C)[C@H]1CC[C@H]2[C@@H]3CC=C4c5sc(Nc6cc(F)cc(F)c6)nc5CC[C@]4(C)[C@H]3CC[C@]12C	114.9	107.4	102.4	98.5	98.3	90.0	104.3	88.4	99.1
